# INS-1E GSIS act = GLuc luminescence reporter in INS-1E cells, primary screen for activators of glucose-dependent secretion of insulin; AID 743287, 2014; actives 0.61% (n = 370,000); INS-1E GLuc reporter insulin secretion, 2-3 h; activation, % at 16.6 µM;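 active = lowest replicate activation of at least 40%, so every replicate reaches that level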;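 note: 0% = median of neutral control wells and 100% = median of IBMX positive control wells; some compounds called inactive have numbers as strong as hits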
# PGC1a acetyl inh = inhibitors of PGC1a acetylation signal, primary screen, cell-based, U2OS, AlphaScreen, inhibitor mode. actives 0.17% (n = 350,000). inhibition, % at 15.6 µM. AlphaScreen anti-acetyl-lysine; with virally co-expressed GCN5 acetyltransferase;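 active = every replicate shows inhibition of at least 40%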;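 note: 0% = neutral control wells and 100% = positive control wells; some results beyond the cut were filed as inactive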
# PAX8 reporter = inhibitors of PAX8-driven TPO luciferase reporter, primary screen, RMG-I cells, single concentration. SteadyGlo, 24 h. inhibition, % at 12.6 µM. actives 1.2% (n = 360,000). AID 652154, 2013;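 active = mean replicate inhibition at least 60% with every replicate also reaching 60%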;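 note: luciferase light reporting Pax8 driven TPO promoter activity; plate controls were median of neutral control wells for no effect and mitoxantrone controls for full effect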
# C2C12 statin = suppressors of statin myotoxicity in C2C12 myotubes, primary screen, cell-based, single point, plate reader; C2C12 myotubes + simvastatin, ATP luminescence, 48 h; scaled: DMSO 0, geranylgeraniol control 100; rescue of ATP level, % at 7.49 µM; actives 0.78% (n = 330,000); AID 602340, 2012;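 active = mean ATP rescue above about 67%, or every replicate alone reaching that limit, limit read from the data, passing the limit was not always enough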;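 note: myotubes were challenged with 10 µM simvastatin during compound exposure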
# PglD inh = C. jejuni PglD acetyltransferase inhibitors, primary screen, biochemical, DTNB colorimetric, single point; UDP-N-acetylbacillosamine N-acetyltransferase PglD (Campylobacter jejuni); purified PglD enzyme, DTNB colorimetric CoA detection; inhibition, % at 12.5 µM; actives 0.098% (n = 360,000); AID 602405, 2012; in the data active = inhibition above about 16%, passing the limit was not always enough; note: strong numbers were not always called active
# Cneo AK release = Cryptococcus neoformans cell lysis inducers, primary screen, AK release luminescence, single concentration | C. neoformans lysis, adenylate kinase release luminescence, 4 h; normalised: neutral wells 0, clomiphene wells 100 | lysis activity, % at 15 µM | actives 0.2% (n = 360,000);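 active = mean lysis activity across replicates of at least 80%, whatever share of replicates individually reach that level; inactive = mean lysis activity below 80%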
#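 Assay system: Cryptococcus neoformans yeast cells / Dosing: single-point compound dose / Timing: 4 h at 37 °C static, read 1 h later / Measured by: luminescence of released adenylate kinase using an AK detection reagent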
# LGR2 antag = inhibitors of bursicon-induced LGR2 CRE-luciferase signal, primary screen, cell-based, HEK293, CRE-luciferase reporter, bursicon stimulation. bursicon-stimulated, 4 h. inhibition, % at 9.99 µM. actives 0.35% (n = 380,000). AID 720647, 2013;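 active = drop in luminescence signal, shown as inhibition above about 50% in the replicate tests, limit read from the data, passing the limit was not always enough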;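 note: agonist challenge used bursicon conditioned medium at about half maximal strength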
# ARNT TACC3 PPI = disruptors of ARNT/TACC3 protein interaction, primary screen, biochemical, AlphaScreen, single concentration | Transforming acidic coiled-coil-containing protein 3 (Homo sapiens), Q9Y6A5 | AlphaScreen His-ARNT PAS-B/GST-TACC3 binding, luminescence; TACC3 fragment carries E629A point mutation | inhibition, % at 9.99 µM | actives 0.66% (n = 390,000) | AID 623870, 2012;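 active = mean inhibition of replicates at least 50% and at least half of replicates each reaching 50%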;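 note: 0% = complete ARNT plus TACC3 wells and 100% = ARNT alone without TACC3; many hits fall short of the cut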
# An asterisk follows results filed as active; / = no result given; & = joins results of further samples.
item	Molecule	INS-1E GSIS act	PGC1a acetyl inh	PAX8 reporter	C2C12 statin	PglD inh	Cneo AK release	LGR2 antag	ARNT TACC3 PPI
1	CN1CCN(CCCNC(=O)c2ccc(/C=C3\Oc4ccccc4N(Cc4ccc(Cl)cc4)C3=O)cc2)CC1	48	/	100*	89*	0	12	4	-2
2	C[C@H](NC(=O)c1[nH]cnc1C(=O)Nc1ccc(Cl)cc1)C(=O)OC(C)(C)C	/	0	/	-8	4	2	/	-2
3	CC1(c2nnc(-c3ccc(F)cc3)o2)CC(c2cccc(Cl)c2)=NO1 (configuration not stated)	-10	1	10	-1	-5	2	-19	3
4	CN1C(=O)c2cc(NC(=O)c3ccc(F)c(F)c3)ccc2OC[C@@H]2O[C@@H](CC(=O)O)CC[C@@H]21	7	2	6	-10	-2	2	19	0
5	Cc1nc(SCc2ccccc2)c2oc3ccccc3c2n1	3	4	8	3	4	-11	-2	-5
6	O=C(NNS(=O)(=O)c1ccccc1F)c1ccccc1-n1cccc1	3	3	4	5	1	1	1	-8
7	Cc1noc(C)c1NC(=O)Nc1ccc2c(c1)CC(=O)N([C@H](C)CO)C[C@H](C)[C@H](CN(C)Cc1ccc(Oc3ccccc3)cc1)O2	-24	5	-29	58	-4	9	19	/
8	Cc1ccc(CC(=O)NCCCc2ccccc2)cc1	/	7	2	-1	2	0	/	-12
9	COc1ccc(NC(=O)C2CCN(C(=O)[C@@H]3Cc4ccccc4CN3)CC2)cc1	9	-8	-102	1	3	-1	-7	-1
10	COC(CNC(=O)C(=O)NCC1OCCN1S(=O)(=O)c1ccccc1)OC (configuration not stated)	24	2	-5	/	-5	0	-9	1
11	O=C(NCc1ccccc1)c1cnc(Cc2c[nH]c3ccccc23)c(I)c1	3	/	32	3	4	-1	-5	/
12	CC(=O)Oc1ccc(C(=O)NC(C)CCc2ccccc2)cc1 (configuration not stated)	-13	2	-19	-13	0	-1	3	-1
13	O=C(N[C@H]1CC[C@H](CCNS(=O)(=O)c2ccc(F)cc2)O[C@H]1CO)C1CCCC1	10	-2	-3	6	2	4	2	1
14	Cn1c(CN2CCCC2)nc2cc(NC(=O)COc3ccc([N+](=O)[O-])cc3)ccc21	10	/	-13	/	/	/	-1	-7
15	COc1ccc(N(CC(=O)NCCC2=CCCCC2)S(C)(=O)=O)cc1OC	0	-26	/	65	-2	2	-6	-23
16	Cc1cc(NC(=O)CCN2C(=O)C3C4C=CC(C4)C3C2=O)c2ccccc2n1 (configuration not stated)	/	6	/	7	3	-1	/	/
17	Cc1cc(N2CCCCC2)nc2c(C)cccc12	-14	/	1	/	/	/	-15	-7
18	CN1CCN(C(=O)C[C@@H]2CC[C@H]3[C@@H](COC[C@@H](O)CN3C(=O)Nc3ccc(Cl)cc3)O2)CC1	-11	2	-43	-12	0	-2	-34	-11
19	Cn1c(=O)c(C(=O)NCc2ccccc2Cl)c(O)c2ccccc21	-4	/	-4	9	5	-1	-15	-2
20	Nc1nc(SCC(=O)NCC2CCCO2)n[nH]1 (configuration not stated)	/	-2	/	-2	-5	0	/	1
21	O=C(c1cccnc1)N1C[C@@H]2[C@H](c3ccccc31)[C@@H](CO)N2C(=O)C1CCCCC1	-6	0	2	-17	0	3	3	-3
22	Cn1c(SCC(=O)Nc2ccc3c(c2)CCC3)nnc1C1CC1	-4	0	0	11	3	0	-15	-4
23	CCOc1ccc(C(=O)CC(C(=O)O)N2CCN(Cc3ccccc3)CC2)cc1 (configuration not stated)	/	-2	/	7	7	1	/	10
24	COc1ccc(NC(=O)Cc2ccc(Cl)c(Cl)c2)cn1	-11	/	-7	/	/	/	14	31
25	CO[C@@H]1CN(C)C(=O)c2cc(NC(=O)C3CCCC3)ccc2OC[C@@H](C)NC[C@H]1C	9	/	4	4	0	-2	1	-8
26	C[C@@H]1CN([C@H](C)CO)C(=O)c2cc(NC(=O)c3ccncc3)ccc2O[C@@H]1CN(C)Cc1ccc(-c2ccccc2)cc1	5	-6	19	-1	1	3	-3	8
27	C[C@H](CO)N1C[C@H](C)[C@H](CN(C)Cc2ccncc2)Oc2ncc(-c3cccc(C(F)(F)F)c3)cc2C1=O	9	-1	/	-3	1	3	24	-4
28	CNC(=S)N(CCc1c(C)[nH]c2ccc(OC)cc12)Cc1cc(OC)c(OC)c(OC)c1	-19	-20	27	1	1	0	-13	10
29	C#CCN1C(=O)C(O)(CC(=O)c2cc(OC)ccc2OC)c2ccccc21 (configuration not stated)	/	/	0	/	5	-1	/	0
30	COC(=O)C1CCN(C(=O)c2cc3ccccc3oc2=O)CC1	13	2	/	21	0	-3	-61	-1
31	CCNC(=O)[C@H]1[C@H](CO)[C@H]2Cn3c(ccc(-c4ccccc4F)c3=O)[C@H]2N1CC1CC1	-1	/	1	10	-2	-6	5	-8
32	COc1ccc(OC)c(NC(=O)C2CCN(S(=O)(=O)c3ccc4c(c3)CC(C)N4C(C)=O)CC2)c1 (configuration not stated)	/	-13	22	1	2	0	-14	-5
33	COCC#Cc1ccc2c(c1)O[C@@H](CN(C)C(=O)NC(C)C)[C@H](C)CN([C@H](C)CO)S2(=O)=O	11	-1	/	-6	-3	10	-2	-1
34	Cc1cccc(NC(=O)C2CCCN(c3cnccn3)C2)c1 (configuration not stated)	5	7	-8	1	1	-4	-7	-7
35	CC1=NN(c2ccccc2)C(=O)C1/C=C1/NC(=S)NC1=O (configuration not stated)	-2	-11	-16	/	-10	0	-13	/
36	CCCCn1c2c(c(=N)c3ccccc31)CCC2	-4	/	33	/	-1	2	-2	-4
37	Cc1ccc(C(=O)NC(NC(=S)Nc2ccc(S(N)(=O)=O)cc2)C(Cl)(Cl)Cl)cc1 (configuration not stated)	-1	7	-1	-4	2	1	-15	/
38	CCOC(=O)c1nnn(-c2ccccc2C#N)c1C	/	-4	/	/	3	0	/	1
39	O=C(Nc1nnc(S(=O)(=O)N2CCCCCC2)s1)c1ccccc1Br	/	-8	-20	-8	0	5	7	-6
40	Cc1c2cccn2cc[n+]1C	/	6	9	/	6	0	/	7
41	COc1ccc(CCn2c(=N)c(C(=O)NC3CCCC3)cc3c(=O)n4ccccc4nc32)cc1OC	/	5	-8	-5	0	-16	3	-7
42	CCCCOc1ccc(-c2nc(/C=N/c3nccs3)c(O)o2)cc1	2	0	5	6	2	-7	-17	-6
43	C/C=C/c1ccc([C@H]2[C@H](CO)N(C(=O)COC)[C@H]2CNC(=O)CC)cc1	7	4	-6	-4	0	5	-1	-6
44	O=C(O)COc1ccccc1/C=N/NC(=O)c1cc2ccccc2cc1O	-14	3	27	/	3	0	15	3
45	CCC(C)(C)NC(=O)/C=C/c1ccc(OC)c(S(=O)(=O)N2CCOCC2)c1	-15	-11	-5	/	/	/	-3	-2
46	COc1cccc(-c2ccc([C@@H]3[C@@H](C#N)N(C(=O)c4ccccn4)[C@H]3CO)cc2)c1	15	2	-21	29	0	-1	7	16
47	Cc1cc(C)cc(OCC(=O)OCC(=O)NCc2ccco2)c1	/	9	-7	-9	/	3	/	-38
48	CSCC[C@H](NC(=O)CC(C)(C)C)c1nc2ccccc2[nH]1	/	-24	/	-12	-1	7	/	/
49	O=C(COC(=O)c1ccccn1)Nc1ccccc1OC(F)F	11	-3	-10	/	/	/	-44	-1
50	C[C@H](CO)N1C[C@H](C)[C@@H](CN(C)C(=O)Nc2ccc(C(F)(F)F)cc2)Oc2ccc(NC(=O)Nc3ccccc3)cc2CC1=O	-13	7	17	-20	3	-2	5	6
51	COC(=O)[C@@H](NC(=O)NCc1ccco1)C(C)C	0	6	/	0	-6	1	26	-4
52	CCOC(=O)c1[nH]ncc1CN1CCCC(C(=O)c2cccc(OC(C)C)c2)C1 (configuration not stated)	3	6	-13	1	5	2	-9	/
53	C[C@@H]1CN([C@@H](C)CO)C(=O)CCCn2cc(nn2)CO[C@H]1CN(C)C(=O)NC1CCCCC1	7&9	7&-5	-9&-3	-3&-14	3&1	-1&3	6&-7	-5&-2
54	CCOC(=O)c1c(C)oc2c(CN3CCN(C)CC3)c(Br)c(OC)c(O)c12	2	-9	/	-16	0	1	8	-7
55	O=S(=O)(Nc1ccc(Br)cc1)c1cccc2nonc12	7	4	3	3	-4	0	9	-3
56	N#C/C(=C(/O)c1cccs1)c1nnc2n1CCCCC2	-1	-13	-18	/	/	-2	/	0

# Additional structures
item	Molecule	INS-1E GSIS act	PGC1a acetyl inh	PAX8 reporter	C2C12 statin	PglD inh	Cneo AK release	LGR2 antag	ARNT TACC3 PPI
57	CC(C)CC#Cc1ccc2c(c1)O[C@@H](CN(C)C(=O)Nc1ccccc1)[C@H](C)CN([C@H](C)CO)S2(=O)=O	9	4	/	8	-1	1	-8	-1
58	O=C(Cn1cnc2c(nnn2Cc2ccc(F)cc2)c1=O)NCc1ccccc1	-12	7	3	/	/	/	3	-4
59	COc1ccc(NC(=O)c2cc3cc(OC)ccc3oc2=N)cc1	8	-4	/	-10	-1	0	/	-4
60	O=C(NCC1CCCO1)c1ccc([N+](=O)[O-])o1 (configuration not stated)	10	/	/	17	-2	0	-5	-6
61	O=C1CCC(C(=O)N(Cc2ccco2)C2(C(=O)NC3CCCC3)CCCCC2)N1 (configuration not stated)	/	-24	/	2	-2	19	/	-9
62	Cc1[nH]c(=O)[nH]c(=O)c1NC(=O)c1ccc(OC(C)C)cc1	10	3	-3	/	/	/	5	4
63	C[C@@H]1CCCCO[C@@H](CN(C)CC2CCCCC2)[C@H](C)CN([C@@H](C)CO)C(=O)c2cc(NC(=O)C3CCCCC3)ccc2O1	-5	-9	-7	/	0	2	1	-9
64	C[C@@H]1CCCCO[C@@H](CN(C)S(=O)(=O)c2cn(C)cn2)[C@@H](C)CN([C@H](C)CO)C(=O)c2cc(NC(=O)C3CCCCC3)ccc2O1	7	/	-3	-30	2	7	2	-9
65	CCCC#Cc1cnc2c(c1)C(=O)N([C@@H](C)CO)C[C@@H](C)[C@H](CN(C)Cc1cccnc1)O2	-5	7	/	/	0	-1	3	-3
66	O=C(OCC(=O)N1CCCC1)c1ccccc1O	4	4	-155	-4	3	0	-18	-7
67	COc1ccc(Nc2nc(-c3ccc(OC)cc3)cs2)cc1	15	-10	-91	/	/	/	3	-1
68	O=C(CCc1c[nH]c2ccccc12)NCC1CCCO1 (configuration not stated)	-10	/	-16	/	-1	0	/	-19
69	Cc1noc(NS(=O)(=O)c2ccc(NC(=O)CSc3n[nH]c(-c4ccccc4)n3)cc2)c1C	/	-4	-1	2	-1	0	/	28
70	CCc1nnc(N/N=C/c2cccs2)n1N	3	6	12	4	-1	1	2	7
71	O=C1S/C(=C\c2ccc(N3CCOCC3)o2)C(=O)N1Cc1c(F)cccc1Cl	-34	-6	/	16	2	3	11	-5

# Some of the entries above in another layout.
66	O=C(OCC(=O)N1CCCC1)c1ccccc1O
69	Cc1noc(NS(=O)(=O)c2ccc(NC(=O)CSc3n[nH]c(-c4ccccc4)n3)cc2)c1C
71	O=C1S/C(=C\c2ccc(N3CCOCC3)o2)C(=O)N1Cc1c(F)cccc1Cl
Screen / compound no. | 66 | 69 | 71
INS-1E GSIS act | 4 | / | -34
PGC1a acetyl inh | 4 | -4 | -6
PAX8 reporter | -155 | -1 | /
C2C12 statin | -4 | 2 | 16
PglD inh | 3 | -1 | 2
Cneo AK release | 0 | 0 | 3
LGR2 antag | -18 | / | 11
ARNT TACC3 PPI | -7 | 28 | -5

# Assay outcomes: PubChem, Broad Institute
